# CHT PAM = human CHT allosteric activation. CHT-expressing cells, membrane potential dye, choline EC20; hits give high values; LV-AA mutant CHT in HEK293 cells. actives 0.49% (n = 310,000). Q9GZV3. B-score at 10 µM;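 active = initial fluorescence not abnormally high and integrated response B-score, plate-corrected, over 3 SD above library mean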
# Target sequence (Q9GZV3 whole entry, looked up): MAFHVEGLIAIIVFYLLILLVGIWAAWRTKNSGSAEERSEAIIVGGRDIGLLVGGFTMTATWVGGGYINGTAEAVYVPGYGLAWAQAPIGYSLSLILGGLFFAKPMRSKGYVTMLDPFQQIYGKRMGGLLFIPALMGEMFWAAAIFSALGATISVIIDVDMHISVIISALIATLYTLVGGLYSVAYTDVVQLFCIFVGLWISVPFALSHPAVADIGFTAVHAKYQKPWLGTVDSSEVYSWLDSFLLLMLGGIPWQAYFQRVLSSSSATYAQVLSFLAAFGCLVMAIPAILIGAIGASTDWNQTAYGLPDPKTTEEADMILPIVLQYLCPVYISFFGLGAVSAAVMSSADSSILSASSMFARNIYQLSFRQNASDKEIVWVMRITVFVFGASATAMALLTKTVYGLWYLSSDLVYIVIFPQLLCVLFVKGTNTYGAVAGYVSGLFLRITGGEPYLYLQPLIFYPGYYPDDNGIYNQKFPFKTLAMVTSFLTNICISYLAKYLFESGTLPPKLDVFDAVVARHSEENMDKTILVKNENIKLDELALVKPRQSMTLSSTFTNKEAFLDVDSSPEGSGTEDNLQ
# OX1R antag = blocks the human orexin 1 receptor; O43613; CHO/OX1R cells, Fluo-8 calcium fluorescence, orexin A; inhibition, % at 5 µM; actives 0.43% (n = 330,000); AID 434989;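 active = inhibition above its plate's threshold, mean inhibition of all tested compounds on the plate plus 3 SD, cut at about 37% in these data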;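 also: 0% = orexin A challenge wells and 100% = SB-334867-A antagonist wells; not every result past the cut was called active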
# Target sequence (O43613 whole entry, looked up): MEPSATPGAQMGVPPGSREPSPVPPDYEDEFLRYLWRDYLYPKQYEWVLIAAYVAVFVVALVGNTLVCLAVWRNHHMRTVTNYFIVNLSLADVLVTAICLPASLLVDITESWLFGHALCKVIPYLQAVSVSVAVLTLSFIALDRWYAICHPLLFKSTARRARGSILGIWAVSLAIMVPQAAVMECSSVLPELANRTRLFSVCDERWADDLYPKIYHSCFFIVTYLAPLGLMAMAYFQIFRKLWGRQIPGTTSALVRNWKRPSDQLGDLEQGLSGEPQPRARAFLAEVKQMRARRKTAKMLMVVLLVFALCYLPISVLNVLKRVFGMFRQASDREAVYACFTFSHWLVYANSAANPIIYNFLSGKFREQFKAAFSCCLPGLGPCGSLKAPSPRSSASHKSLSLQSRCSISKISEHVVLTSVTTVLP
# * = called active by the depositor; i = inactive; . = not tested or not shown.
SMILES,CHT PAM,OX1R antag
CN1C(=O)NC(c2cccc([N+](=O)[O-])c2)C2=C1CCCC2=O (stereo not drawn),i,-13.8
COc1cc(C(=O)NCCc2nc3ccccc3n2C)cc(OC)c1OC,i,-18.5
N#Cc1c(-c2ccc3c(c2)OCO3)ccn2nc(-c3cccc(C(F)(F)F)c3)nc12,i,-9.6
Cc1cc2c(NC(=O)CCCC(=O)O)cccc2nn1,i,-5.9
C/C(=N\NC(=O)C1=NNC(=O)C1C)c1cccs1 (stereo not drawn),i,-8.3
O=[N+]([O-])c1ccc(C2CNC(c3ccccc3)O2)cc1 (stereo not drawn),i,3.3
C=CCN(C(=O)c1ccc2c(c1)nnn2C)c1ccccc1,i,-5.1
COc1cccc(-c2csc(N3CCN(C(=S)Nc4ccccc4C)CC3)n2)c1,i,-13.9
COc1cc(NC(=O)CSc2nnc3ccc(-c4cccnc4)nn23)cc(OC)c1,i,-4.8
FC(F)(F)c1cccc(-c2nc3nc(Cl)c(Cl)nc3[nH]2)c1,i,-11.1
CCOc1nc2ccccc2nc1NS(=O)(=O)c1ccc(Cl)cc1,i,-0.5
NC(=O)C1CCN(C(c2ccccc2Cl)c2nnnn2CC2CCCO2)CC1 (stereo not drawn),i,-3.9
CC(=O)N/C(=C/c1ccc2c(c1)OCO2)C(=O)O,i,-13.9
CN(C(=O)c1cc2c(s1)-c1ccccc1S(=O)(=O)C2)c1ccccc1F,i,-30.7
Cc1ccc(OCC(=O)NNC(=O)c2cccnc2)cc1C,i,-5.5
COc1cccc(-n2c(Cc3cc(=O)[nH]c(=O)[nH]3)nnc2SCc2cccc(C(F)(F)F)c2)c1,i,-5.1
CCOc1ccc2[nH]c3nc(SCC(=O)NC4CCCC4)nnc3c2c1,i,-22.5
CCCn1c(=O)n(C)c(=O)c2c(SC(C)C(=O)NCC3CCCO3)nc(CC(C)C)nc21 (stereo not drawn),i,-20.7
O=C(CC1C(=O)NCCN1Cc1cccc(F)c1)NC1CCCCC1 (stereo not drawn),i,-10.6
O=C(NCc1ccccn1)C(=O)Nc1nc(C23CC4CC(CC(C4)C2)C3)cs1,i,-9.5
CC(NC(=O)c1ccccc1NC(=O)c1ccco1)c1ccccc1 (stereo not drawn),i,-29.6
COC(=O)Cn1cnc2c(nnn2-c2ccc(F)cc2)c1=O,i,-10.3
O=S(=O)(NN=C1CCCCCC1)c1ccc(Cl)cc1,i,-17.4
Cc1ccc(CSCC(=O)NCc2cccnc2)cc1,i,0.6
NC(=O)NCc1cccs1,i,-17.8

# Some of the entries so far, with values under each structure.
# Order of values: CHT PAM	OX1R antag
> COc1cc(NC(=O)CSc2nnc3ccc(-c4cccnc4)nn23)cc(OC)c1
    i	-4.8
> FC(F)(F)c1cccc(-c2nc3nc(Cl)c(Cl)nc3[nH]2)c1
    i	-11.1
> CCOc1nc2ccccc2nc1NS(=O)(=O)c1ccc(Cl)cc1
    i	-0.5
> NC(=O)C1CCN(C(c2ccccc2Cl)c2nnnn2CC2CCCO2)CC1 (stereo not drawn)
    i	-3.9
> CC(=O)N/C(=C/c1ccc2c(c1)OCO2)C(=O)O
    i	-13.9
> CN(C(=O)c1cc2c(s1)-c1ccccc1S(=O)(=O)C2)c1ccccc1F
    i	-30.7
> Cc1ccc(OCC(=O)NNC(=O)c2cccnc2)cc1C
    i	-5.5
> COc1cccc(-n2c(Cc3cc(=O)[nH]c(=O)[nH]3)nnc2SCc2cccc(C(F)(F)F)c2)c1
    i	-5.1
> CCOc1ccc2[nH]c3nc(SCC(=O)NC4CCCC4)nnc3c2c1
    i	-22.5
> CCCn1c(=O)n(C)c(=O)c2c(SC(C)C(=O)NCC3CCCO3)nc(CC(C)C)nc21 (stereo not drawn)
    i	-20.7
> O=C(CC1C(=O)NCCN1Cc1cccc(F)c1)NC1CCCCC1 (stereo not drawn)
    i	-10.6
> O=C(NCc1ccccn1)C(=O)Nc1nc(C23CC4CC(CC(C4)C2)C3)cs1
    i	-9.5
> CC(NC(=O)c1ccccc1NC(=O)c1ccco1)c1ccccc1 (stereo not drawn)
    i	-29.6
> COC(=O)Cn1cnc2c(nnn2-c2ccc(F)cc2)c1=O
    i	-10.3
> O=S(=O)(NN=C1CCCCCC1)c1ccc(Cl)cc1
    i	-17.4
> Cc1ccc(CSCC(=O)NCc2cccnc2)cc1
    i	0.6
> NC(=O)NCc1cccs1
    i	-17.8

# The list goes on.
SMILES,CHT PAM,OX1R antag
COc1cccc(CNC(=O)c2cc(S(=O)(=O)N3CCCC3)cn2C)c1,i,-11.1
O=C(NCCCc1ccccc1)c1ccc([N+](=O)[O-])cc1Cl,i,-7.8
COC(=O)c1ccccc1Oc1ccc(NC(=O)C(C)(C)CCl)cc1,i,-8.1
CN1CCN(/N=C/c2nc(-c3ccccc3)n3ccccc23)CC1,i,-9.0
CCOC(=O)c1sc2ncn(CC(=O)N(CC)CC)c(=O)c2c1C,i,-15.5
CN1CCN(/N=C/c2ccc(-c3ccc([N+](=O)[O-])cc3Cl)o2)CC1,i,18.0
Cc1cc(C)cc(NC(=O)CC2NCCNC2=O)c1 (stereo not drawn),i,-1.9
O=C(c1cc(COc2c(F)cccc2F)on1)N1CCN(C2CCCCC2)CC1,i,-21.1
COc1cc(CN2CCNC(=O)C2CC(=O)N2CCCCO2)cc(OC)c1 (stereo not drawn),i,-12.9
CCN(CC)CCNC(=O)c1ccc(NC(=O)c2cccc(S(=O)(=O)N3c4ccccc4CC3C)c2)cc1 (stereo not drawn),i,-21.1
OCCN1CCN(Cc2nc(-c3cccc(Cl)c3)no2)CC1,i,-5.1
C=CCC(Nc1ccccc1)C12C=CC(O1)C(C(=O)OC)=C2C(=O)OC (stereo not drawn),i,-20.0
O=C(c1cccc(F)c1)N1CCC(O)(c2cccnc2)CC1,i,-11.0
CC(=O)c1cccc(NC(=O)C2CC(=O)N(C3CCCC3)C2)c1 (stereo not drawn),.,-3.0
CN(C)S(=O)(=O)c1ccc(NC(=O)COc2ncnc3c2cnn3-c2ccccc2)cc1,i,-12.0
CC(C)N(C(=O)c1sc2cc([N+](=O)[O-])ccc2c1Cl)C(C)C,i,-11.2
CCC(Sc1nc2ccccc2s1)C(=O)Nc1nnc(C)s1 (stereo not drawn),i,-15.1
C=CCn1c(SCC(=O)Nc2nnc(C)s2)nnc1-c1cccnc1,i,-5.5
CN1C(=O)CC[C@H]1c1cccnc1,i,-8.3
Cc1ccc(/C=C/C(=O)OCC(=O)Nc2cccnc2Cl)cc1,.,-29.5
COc1ccc2nc(SCC(=O)Nc3cc(OC)c(OC)cc3C(=O)O)c(C)cc2c1,i,-0.4
COCc1nnc(NC(=O)CCS(=O)(=O)c2ccccc2)s1,i,-8.7
O=C(CN1C(=O)c2ccccc2C1=O)NN1C(=O)c2ccccc2C1=O,i,-16.7
CCSc1nnc(Cn2c(=O)sc3ccccc32)n1C,i,1.9
CCOc1ccc(S(=O)(=O)NCCC(=O)NCC(c2ccc(F)cc2)N2CCOCC2)cc1 (stereo not drawn),i,-25.3
# Following part
SMILES,CHT PAM,OX1R antag
COc1cccc(C(=O)Nc2ccc(N(C)C)cc2)c1OC,i,-26.8
CCOC(=O)c1c(NC(=O)C(C)N2CCN(S(=O)(=O)c3cccs3)CC2)sc2c1CCC(C)C2 (stereo not drawn),i,-15.8
O=C(CN1C(=O)NC2(CCCCC2)C1=O)NCCc1c[nH]c2ccccc12,i,-22.5
O=C1[C@H]2[C@@H](C3CC3)N3C(=O)CN(CC4CC4)C(=O)[C@@]3(Cc3ccccc3)[C@H]2C(=O)N1c1ccccc1,.,-28.6
CC(=O)c1ccc(NC(=O)CSc2nc3nc(C)cc(C)n3n2)cc1,i,-9.8
NC(=O)c1nsc(C(=O)N(CC(=O)NCc2ccc(F)cc2)Cc2ccco2)c1N,i,-26.8
O=C(Nc1ccc(S(=O)(=O)Nc2nccs2)cc1)c1cc(-c2ccccn2)nc2ccccc12,i,0.6
O=C1[C@@H]2[C@@H]3C[C@@H]([C@H]4ON=C(c5ccc(Cl)cc5Cl)[C@@H]34)[C@@H]2C(=O)N1C1CCCCC1,i,-44.5
Cc1cccnc1CCNC(=O)CC1C(=O)NCCN1CC1CCCCC1 (stereo not drawn),i,-18.0
COc1ccc(C2OC(=O)CC2C(=O)NC(C)C)cc1 (stereo not drawn),i,3.2
CC(C)C(NC(=O)c1ccccc1NC(=O)c1ccco1)C(=O)O (stereo not drawn),i,-11.3
CCN(CC)C(=O)C1CCCN(C/C=C/c2ccccc2)C1 (stereo not drawn),i,-3.4
Cc1ccc2c(c1)[C@H]1[C@H](CO2)[C@H](c2ccccc2)[C@]2(C)C(=O)Nc3ccc(Cl)cc3C(=O)N12,.,-15.3
CCn1c(SCc2nc(-c3ccccc3)no2)nnc1-c1ccco1,i,-13.1
COc1cc(C(=O)NC2CCCc3ccccc32)ccc1OCC(=O)Nc1ccc(F)cc1 (stereo not drawn),i,-21.2
O=C(Nc1ccccc1)c1nccn1Cc1ccc(F)cc1,i,4.5
O=C(CCNC(=O)c1ccccc1Cl)NCc1cccnc1,i,-1.4
Cc1cc(C(=O)Nc2sc3c(c2C#N)CCC(C)C3)cs1 (stereo not drawn),i,-11.8
Oc1ccc(C(=S)N2CCN(Cc3ccccc3)CC2)cc1,i,-21.1
CC(=O)N1N=C2/C(=C/c3ccccc3)CCCC2C1c1ccccc1 (stereo not drawn),i,-27.0
CC(C)OC(=O)CSc1nnc(-c2ccccn2)n1N,i,-7.0
Cc1cccc(C(=O)NNC(=O)c2ccc(O)cc2)c1,i,-13.5
CCOc1ccc(C(=O)COC(=O)C2COc3ccccc3O2)cc1 (stereo not drawn),.,2.6
CC(C)Oc1ccccc1C1CC(=O)Nc2cc3c(cc21)OCCO3 (stereo not drawn),i,1.3
O=C1C2CC=CCC2C(=O)N1c1n[nH]c(CCc2ccccc2)n1 (stereo not drawn),i,-4.7
# (more compounds)
SMILES,CHT PAM,OX1R antag
Clc1ccc(OCCCc2nc(-c3ccncc3)no2)c(Cl)c1,i,-20.6
CC(C)N(C(=O)Cc1ccccc1[N+](=O)[O-])C(C)C,i,-10.5
O=C(/C=C/c1ccc(Cl)c([N+](=O)[O-])c1)c1ccc(O)cc1,i,-19.1
CC(C)(C)[C@H]1C=C(C(=O)N2CCN(Cc3ccc4c(c3)OCO4)CC2)O[C@@H](OCCCCO)C1,i,-11.8
COc1ccc(-c2nnn(CC(=O)c3c[nH]c4ccccc34)n2)cc1OC,i,20.1
Cc1ccc(-n2c(SCc3nc4ccccc4c(=O)[nH]3)nnc2-c2ccccc2O)cc1,i,-24.4
O=C(c1ccc(NS(=O)(=O)c2cccc([N+](=O)[O-])c2)cc1)N1CCCCCC1,i,-21.7
COc1ccc(NC(=O)/C(=C/c2ccc(OC(C)=O)c(OC)c2)NC(C)=O)cc1,i,1.5
COc1ccc(C)cc1S(=O)(=O)N1CCC(C(=O)N2CCN(C)CC2)CC1,i,1.1
COc1ccc(-n2nc3c(c2NC(=O)CCl)CSC3)cc1,i,-10.2
CC(=O)N1CCN(S(=O)(=O)c2c(F)cc(F)c(Cl)c2F)CC1,i,-13.8
COc1ccc(Br)cc1/C=C/C(=O)Nc1ccc2ccccc2c1,i,46.3*
Nc1nonc1-c1nc2ccccc2n1CC(=O)NC1CCCC1,i,-25.6
Cc1ccc(OCC(=O)NCCc2c[nH]c3ccccc23)cc1,i,-1.3
CC(C)CN(c1ccccc1)S(=O)(=O)c1nnc(NC(=O)c2ccco2)s1,i,-28.1
Cc1ccccc1C(=O)NNC(=O)C(C)N1C(=O)c2ccccc2C1=O (stereo not drawn),i,-5.9
COc1cc(C(=O)COC(=O)c2cc([N+](=O)[O-])ccc2N2CCOCC2)ccc1OC(F)F,i,-10.9
CCC(C)NC(=O)COC(=O)Cc1sc(N)nc1-c1ccc(C)cc1 (stereo not drawn),i,1.6
COc1ccc(CCNC(=O)COC(=O)c2cnc(C)cn2)cc1,i,-8.9
CCOc1ccccc1NC(=O)c1nc[nH]c1C(=O)Nc1ccccc1OCC,i,5.8
Cc1ccc(/C=C/C(=O)N(Cc2cccs2)C2CCS(=O)(=O)C2)cc1 (stereo not drawn),i,-19.1
O=c1c2ccccc2nnn1Cc1ccccc1Cl,i,2.7
O=C(Nc1ccccn1)C1(c2cccs2)CCOCC1,i,-22.7
Brc1ccccc1/C=N/Nc1nc2ccccc2o1,i,-19.3
CC(C)c1ccc(CN(C)C(=O)c2ccc(S(=O)(=O)NCc3ccco3)cc2)cc1,.,44.5*
# Remaining list, next part:
SMILES,CHT PAM,OX1R antag
CCN1CCCC1CNC(=O)C1CCN(C(=O)c2cc3sccc3n2Cc2ccc(F)cc2)CC1 (stereo not drawn),i,-31.5
O=C(CN1CCN(c2ccccn2)CC1)Nc1cccc(C(F)(F)F)c1,i,-21.1
Cc1ccc(CC2CC(=O)N(c3cc(C)on3)C2=O)cc1 (stereo not drawn),i,-4.2
Cc1ccc(C(=O)N/C(=C/c2cccs2)C(=O)NCc2ccco2)cc1,i,-5.1
CCOc1ccc2c(c1)C(c1ccc(C)cc1)=NNC(c1ccc(C)cc1)=N2,i,-33.8
COC(=O)c1ccc(C(=O)OC)c(NC(=O)CN2CCN(c3ccc(OC)cc3)CC2)c1,i,-30.2
CCN(CC)CCNC(=O)C(=O)NCC1OCCN1S(=O)(=O)c1cccs1 (stereo not drawn),i,-6.8
Cc1oc(C(=O)O)cc1COc1ccccc1Cl,i,2.8
Cc1c(C(N)=O)sc2ncn(CC(=O)N3CCC(C)CC3)c(=O)c12,i,13.5
CCCCn1c(N)c(N(CC(C)C)C(=O)c2cccc(S(=O)(=O)N3CCN(C(C)=O)CC3)c2)c(=O)[nH]c1=O,i,-5.6
CCCCC1(C(=O)OCC)CC(CSC(=N)N)OC1=O (stereo not drawn),i,-9.4
O=C(CN1CCOCC1)Nc1ccc(Br)cc1,i,-6.5
Cc1nccn1-c1ccc(C(F)(F)F)cc1NC=O,i,-2.8
CCCOc1ccc(N2C(=O)CC(NCCCN3CCC(C(N)=O)CC3)C2=O)cc1 (stereo not drawn),i,-4.3
O=C1CCCN=C(Nc2ccc(F)c(Cl)c2)S1,i,-8.1
CCCCCC(=O)Nc1cccc(C2=NOC3(C2)C[C@H](C(N)=O)N(C(=O)CC)C3)c1 (stereo partly drawn),i,-2.0

# Screens as filed in PubChem.
